core dimer inh = HCV core protein dimerization inhibition; inhibition, % at 5 µM; TR-FRET GST/Flag-core106 dimerization, 1536-well; 0.33% of 300,000 active;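 active = inhibition above the mean of all tested compounds plus 3 SD, set per screening campaign, cut at about 45% in these data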
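System: GST-tagged and Flag-tagged HCV core protein residues 1-106 / Input: core106 proteins, GST 13.5 nM and Flag 17 nM / Buffer or medium: KF-containing HEPES buffer, pH 7.45, DTT, CHAPS, BSA / Probe or stimulus: Eu-anti-GST and XL665-anti-Flag labelled anti-tag antibodies / Schedule: 4 h, 22.5 °C incubation / Technique: TR-FRET 671 and 617 nm emission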
proCasp7 act = counter-screen: procaspase-7 (human) activation; P55210; recombinant procaspase-7, Ac-DEVD-pNA absorbance 405 nm; D23A/D198A/D206A triple mutant, cannot self-cleave; scale: DMSO 0, 5 µM enzyme 100; activation, % at 8.5 µM; 0.093% of 330,000 active; AID 463210;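 active = percent activation above the screen-wide mean plus 3 SD, cut at about 25% in these data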
Target sequence (P55210 whole entry D23A/D198A/D206A): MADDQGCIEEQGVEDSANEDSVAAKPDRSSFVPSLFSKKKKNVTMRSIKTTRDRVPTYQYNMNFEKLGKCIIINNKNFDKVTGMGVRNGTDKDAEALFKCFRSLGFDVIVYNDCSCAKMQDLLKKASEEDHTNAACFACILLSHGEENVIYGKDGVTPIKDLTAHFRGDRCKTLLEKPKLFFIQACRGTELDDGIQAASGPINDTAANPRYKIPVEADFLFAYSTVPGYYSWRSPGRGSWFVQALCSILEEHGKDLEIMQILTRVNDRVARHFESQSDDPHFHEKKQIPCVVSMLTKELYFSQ
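Detection: p-Nitroaniline absorbance at 405 nm, read at 0 and 120 min; system: Uncleavable procaspase-7 mutant enzyme; evaluation: % activation from two-timepoint absorbance difference, scaled to controls; times: 1 h enzyme–compound preincubation and 2 h substrate reaction, both 25 °C; buffer or medium: Zinc-free HEPES pH 7.4 with 300 mM NaCl, 0.01% Triton X-100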
TPT1 inh = inhibitors of Candida albicans tRNA 2'-phosphotransferase TPT1; 0.81% of 300,000 active; inhibition, % at 5 µM; recombinant caTPT1, FP RNA substrate dephosphorylation;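 active = inhibition above the mean of all tested compounds plus 3 SD, set per screening campaign, cut at about 24% in these data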;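 also: plate controls were DMSO alone for no effect and ferristatin control at 100 nM for full effect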
PP1 counter = counter-screen for PP5 inhibitors: inhibitors of human PP1-alpha; P62136; 0.9% of 320,000 active; inhibition, % at 6.7 µM; purified PP1alpha, OMFP fluorescence;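 active = inhibition above the mean inhibition of all tested compounds plus 3 SD, computed separately for each screening campaign, cut at about 15% in these data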
Efflux pump inh = blocks antifungal efflux pumps in multiplex yeast assay; S. cerevisiae Candida pump triplex, Nile Red efflux; inhibition, % at 10 µM; 0.44% of 330,000 active;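 active = plate passing quality check with inhibition over a set limit, or well fluorescence over plate mean plus 4 SD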;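 also: Nile Red retained in pooled yeast measured as flow cytometry median fluorescence; 0% = buffer negative control and 100% = Enniatin B positive control; higher means more Nile Red kept so more efflux inhibition; some compounds called inactive have numbers as strong as hits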
GASC-1 inh = human JMJD2C demethylase inhibition. inhibition, % at 2.35 µM. GST-JMJD2C(1-420) H3K9me3 demethylation, DELFIA europium. Q9H3R0. 0.069% of 330,000 active;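 active = more than half of a compound's replicate wells show inhibition beyond 50%, single wells judged on their own value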;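 also: signal counts dimethyl H3K9 product captured on neutravidin plate; 0% = median of DMSO wells and 100% = 0.3 times that DMSO median; strong numbers were not always called active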
procasp3 activ = activates human procaspase-3; P42574; recombinant procaspase-3 D3A, Ac-DEVD-pNA absorbance 405 nm; activation, % at 8.5 µM; 0.11% of 330,000 active; AID 463141;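 active = activation above the mean of all tested compounds plus 3 SD, cut at about 21% in these data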;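 also: 0% = DMSO alone and 100% = DMSO wells spiked with extra 5 µM PC-3 D3A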
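Test system: Procaspase-3 D3A mutant, all three cleavage aspartates alanine | Dosing: Single dose, 8.5 µM nominal compound, 0.8% DMSO | Schedule: 1 h preincubation, 2 h reaction | Technique: 405 nm absorbance of p-nitroaniline, reads at 0 and 120 min | Repeats: One well per compound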
PP5 inh = PP5 (human) phosphatase inhibition. inhibition, % at 6.7 µM. AID 1987. P53041. 0.18% of 320,000 active. purified PP5c, OMFP substrate fluorescence;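 active = inhibition above the campaign's mean inhibition across all tested compounds plus 3 SD, cut at about 9.5% in these data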;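 also: 0% = DMSO only and 100% = 100 µM cantharidin control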
Target sequence (P53041 whole entry, looked up): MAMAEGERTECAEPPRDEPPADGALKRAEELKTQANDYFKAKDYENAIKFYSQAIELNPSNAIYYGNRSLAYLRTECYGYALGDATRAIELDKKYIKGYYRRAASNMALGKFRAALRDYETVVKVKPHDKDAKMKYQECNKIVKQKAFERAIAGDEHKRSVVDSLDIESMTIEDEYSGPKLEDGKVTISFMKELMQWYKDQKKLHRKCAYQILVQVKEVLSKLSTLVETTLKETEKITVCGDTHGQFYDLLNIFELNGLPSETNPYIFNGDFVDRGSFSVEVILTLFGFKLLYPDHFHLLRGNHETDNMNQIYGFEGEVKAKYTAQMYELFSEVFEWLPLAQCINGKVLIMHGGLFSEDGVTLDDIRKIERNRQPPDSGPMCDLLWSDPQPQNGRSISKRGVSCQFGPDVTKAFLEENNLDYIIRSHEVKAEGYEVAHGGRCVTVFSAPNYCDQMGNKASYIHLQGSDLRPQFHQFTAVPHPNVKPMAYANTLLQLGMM
Fh CTSL1 inh = counter-screen for PFM18AAP inhibitors: inhibitors of F. hepatica cathepsin L1; 0.49% of 300,000 active; AID 1906; inhibition, % at 5.96 µM; recombinant F. hepatica cathepsin L1, Z-Leu-Arg-MCA fluorescence;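 active = inhibition above the mean of all tested compounds plus 3 SD, set per screening campaign, cut at about 17% in these data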;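 also: 0% = plate median of test compound wells and 100% = 1 µM Z-Phe-Ala-diazomethylketone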
* marks the source's active call; other numbers are inactive results; i = inactive; . = not tested or not shown; & = joins results of further samples.

Molecule	Fh CTSL1 inh	PP5 inh	procasp3 activ	Efflux pump inh	core dimer inh	TPT1 inh	GASC-1 inh	PP1 counter	proCasp7 act
CC(C)(C)NC(=O)CN(C(=O)C(=O)Nc1ccc2c(c1)OCCO2)C1CC1	1	2.4	5	-0.1	-5	-3	3	4	0
COc1ccc(Cl)cc1Nc1nc(NCCO)nc(N2CCCCC2)n1	5	3.4	11	0.0	-17	-3	0	6	-2
CC(=O)c1ccc(OCc2cc(C(=O)N(C)Cc3cc(C)no3)no2)cc1	2	0.4	-1	0.0	1	-6	0	-1	2
O=C(NCCc1ccccc1)c1ccc2nc3cc(Cl)ccc3c(=O)n2c1	0	1.2	-7	-0.1	-3	-1	-4	0	-4
O=C(Nc1nnc(SCCN2CCOCC2)s1)C1CC(=O)N(c2ccccc2)C1 (configuration not stated)	1	1.3	2	0.2	11	-7	2	-1	4
C/C(N)=C(/C#N)C(=O)COC(=O)c1cc(-c2ccc(C)cc2)nc2ccccc12	0	3.7	5	-0.3	-27	1	-1	5	-3
Cc1ccc(C(=O)N[C@H](C(=O)Nc2ccc(F)cc2)C(C)C)cc1	4	-9.6	2	-0.5	-15	1	-1	2	-14
Cc1cc(N)n(-c2ccc3ccccc3c2)n1	2	-0.5	-2	0.0	3	-1	8	-5	3
CCOC(=O)N1CCC(NCc2c(C(=O)N(C)Cc3ccccc3)nc3ccccn23)CC1	5	2.3	-2	0.1	-2	1	6	-1	-2
CC(C)C(=O)c1cn(CC(=O)O)c2ccccc12	0	-1.0	-7	0.0	-1	-7	1	1	10
CC1=C(c2ccccc2)[N+](=O)C2(CCCCC2)N1[O-]	-3	0.2	10	-0.1	-3	-3	2	-9	6
O=C1C2ON(c3ccccc3)C(c3cccnc3)C2C(=O)N1c1ccc(Cl)c(Cl)c1 (configuration not stated)	0	1.2	-8	0.1	1	-3	1	4	8
O=S(=O)(c1ccccc1)N1N=C(c2cccs2)CC1c1ccc(F)cc1 (configuration not stated)	3	3.5	3	-0.1	17	-2	-3	8	-3
COc1ccc(S(=O)(=O)N(CC(=O)NC2CCCC2)c2ccccc2OC)cc1	1	1.0	9	0.1	-7	0	-2	1	-2
COCCCNC(=O)Cn1nnc(-c2ccc(NC(=O)c3ccccc3OC)cc2)n1	0	2.3	8	0.3	2	0	8&-5	-1	-9
CCC(C)(C)NC(=O)Nc1cc(Cl)ccc1OC	-14	2.8	2	0.3	-8	0	-9	-1	-7
C=CCOc1ccc(/C=C/C(=O)OCC(=O)N2CCCc3ccccc32)cc1	3	1.9	10	0.1	-1	0	23	1	4
COc1ccccc1-n1cnnc1SC(C)C(=O)Nc1ccc(NC(C)=O)cc1 (configuration not stated)	-2	-1.7	10	0.0	-1	-1	-15	-2	1
O=C(/C=C/c1ccco1)OCC(=O)c1cccc([N+](=O)[O-])c1	-6	1.4	0	0.0	8	1	3	4	-2
O=C(O)c1ccc(-c2nnn(Cc3cccc(C(F)(F)F)c3)n2)cc1	4	0.2	6	-0.1	-1	-3	-6	-1	8
CCCCn1c(N)c(N(CCOC)C(=O)c2ccc(C)c(S(=O)(=O)N3CCOCC3)c2)c(=O)[nH]c1=O	2	-0.2	4	0.1	-2	-1	9	-7	3
O=C(CN1C(=O)NC2(CCCC2)C1=O)N1CCN(S(=O)(=O)c2cccc(F)c2)CC1	-1	-1.3	0	0.1	4	-3	1	-5	4
CN(C)c1cc(-c2cccc(C(F)(F)F)c2)oc(=O)c1Cl	0	3.9	1	0.1	-4	4	1	0	17
CC1(c2nnc(Cc3ccccc3)o2)CC(c2ccc([N+](=O)[O-])cc2)=NO1 (configuration not stated)	8	-5.5	-8	-0.1	-10	-3	24	8	-1
CCOc1ccc(NC(=O)CCSc2ccc3ccccc3n2)cc1	-2	2.2	5	0.1	9	0	4	0	-5
CCN(Cc1ccccc1)C(c1ccc(C)cc1)c1nnnn1C(C)(C)C (configuration not stated)	-1	2.7	0	-0.1	2	1	9	-6	-2
Cc1cc(C)c(NC(=O)CSc2nnc(CNC(=O)c3ccccc3F)o2)c(C)c1	2	-0.5	0	-0.1	10	2	-2	-3	1
FC(F)(F)c1cc(-c2ccc(Cl)cc2)nc2ncnn12	-2	-0.1	5	0.0	0	-7	-4	-6	-2
CC1(C)CC(=O)C2=C(C1)Nc1ccccc1NC2c1ccc2c(c1)OCO2 (configuration not stated)	2	3.4	3	0.0	-5	1	-1	1	18
CCNC(=O)NS(=O)(=O)c1cnccc1Nc1cccc(Cl)c1	1	1.4	-8	0.2	-7	-1	2	-3	-4
COc1ccc(-c2cc(C(=O)Nc3ccccc3SC)no2)cc1	2	-0.4	2	0.1	14	-4	21	3	5
CCOC(=O)c1c(C(F)(F)F)cc(-c2ccc(F)cc2)nc1C	0	1.5	4	-0.2	-7	-4	4	2	2
COc1ccccc1-c1c(C)nn2c(N3CCC(C)CC3)cc(C)nc12	-1	-1.6	1	0.1	3	-1	-1	4	14
COc1ccc(N2CCN(C(=O)c3ccccc3Br)CC2)c([N+](=O)[O-])c1	3	-0.2	1	0.0	-6	-1	-6	1	2
O=C(O)c1ccc(/C=C(\c2nc3ccccc3[nH]2)c2nc3ccccc3s2)cc1	6	-0.7	1	-0.1	8	-3	5	0	6
CC1CCc2c(sc(NC(=O)c3cccn3C)c2C(N)=O)C1 (configuration not stated)	.	.	-4	0.3	.	.	0	.	0
CCCCn1c(=O)[nH]c(=O)c2c1nc(-c1ccc(OCC)cc1)n2CC	2	4.2	0	0.0	5	-2	3	-3	4
C[C@@H]1C=CC(=O)O[C@@H]1c1ccc(Cl)cc1	-1	0.8	8	.	5	-3	i	-2	4
Cc1ccc(CNS(=O)(=O)c2ccc(C(F)(F)F)cc2)n1C	1	-2.5	-2	0.1	0	0	22	0	-9
Fc1ccc(/C=N/c2c(-c3ccc(F)cc3)nc3n2CCS3)cc1	3	-1.8	-6	-0.1	-15	-5	-1	-1	6
CCOc1ccc(-c2csc(NC(=O)c3ccco3)n2)cc1	-2	4.6	-12	0.3	14	2	-4	0	-8
NS(=O)(=O)c1ccc(CNC(=O)Cc2ccccc2[N+](=O)[O-])cc1	0	0.3	1	-0.1	-14	0	7	-4	-7
CC(C(=O)NC1C=CS(=O)(=O)C1)N1C(=O)/C(=C/c2cccc(Cl)c2)SC1=S (configuration not stated)	-5	1.8	-7	-0.2	3	-1	14	4	-9
OCCOc1nnnn1-c1ccccc1	-3	1.6	8	-0.2	-2	1	-4	1	-4
NC(=O)c1nnn(-c2ccccc2)c1N	-3	1.1	12	-0.2	-3	-2	-25	-2	-7
N#Cc1nc(Cc2ccccc2)oc1NCCc1ccccc1	1	1.2	10	0.0	-3	-4	-9	3	-2
Cc1cccc(C(=O)NCC(=O)OCC(=O)N2CCc3ccccc32)c1	-10	2.1	6	-0.1	-3	-3	0	0	-3
C=CCNC(=S)NNC(=O)c1ccc(=O)n(Cc2ccccc2)c1	-2	1.0	-4	0.0	-6	-3	2	1	4
CC(C)Cn1c2c(c(=O)[nH]c1=O)C(C(F)(F)F)(C(F)(F)F)N=C(CCC1CCCCC1)N2	6	-0.9	-13	0.1	7	3	2	-9	-6
Cc1cc(NC(=O)COC(=O)c2ccc(S(=O)(=O)N3CCCC3)cc2)no1	0	-3.5	-4	-0.1	-3	-5	-5	-1	-4
Cc1onc(-c2c(F)cccc2Cl)c1C(=O)OCc1cnc(Cl)s1	0	0.4	-7	0.0	1	-1	4	0	11
O=C(NNC(=O)C(O)c1ccccc1)NC1CCCCC1 (configuration not stated)	12	0.5	-5	-0.1	-6	1	19	-1	-3
O=C(Cc1ccc2c(c1)OCCO2)Nc1cccc(S(=O)(=O)N2CCOCC2)c1	.	4.2	-2	-0.1	.	.	-1	-4	3
C=CCn1c(SCC#N)nc2sc(CC)cc2c1=O	3	-0.9	-1	-0.1	1	-1	-4	-2	1
Cn1cc(C(=O)c2ccccc2)cc1-c1nc2ccccc2n1C	-4	1.7	-1	0.0	3	1	-47	1	2
Cc1ccc(CN(c2ccc(C(=O)N3CCc4ccccc4C3)cc2)S(C)(=O)=O)cc1	-1	1.7	5	0.3	7	1	1	-1	7
Cc1nn(-c2ccccc2)c2[nH]c(=O)c(CNc3ccc(N4CCOCC4)cc3)cc12	6	3.8	-16	0.1	-3	-2	2	13	-19
O=c1c2ccccc2oc2ccc(-c3ccc4cc[nH]c4c3)cc12	.	.	-4	-0.2	.	.	-20	.	-4
COc1ccc(-c2oc(NC(C)=O)c(C#N)c2-c2ccc(OC)cc2)cc1	-12	5.5	8	0.1	14	0	-17	2	-4
CCCCN(C(=O)CNC(=O)c1ccco1)C(C(=O)NC1CCCCC1)c1ccc(OC)cc1OC (configuration not stated)	-2	-2.6	-1	0.1	1	-5	4	1	0

(listing goes on)
Molecule	Fh CTSL1 inh	PP5 inh	procasp3 activ	Efflux pump inh	core dimer inh	TPT1 inh	GASC-1 inh	PP1 counter	proCasp7 act
Cc1ccccc1-n1c(C)nc2ccccc21	5	-0.2	2	0.1	1	-1	-28	1	-2
Cc1cc(C)n(-c2ccc(Oc3ccccc3)c(S(=O)(=O)O)c2)n1	2	3.2	-2	0.3	0	3	1	-4	-8
Cn1nc(-c2ccccc2)cc1NC(=O)c1ccc(Cl)cc1	-1	3.0	3	0.1	1	-4	9	4	8
COc1ccc(C(=O)Nc2ccncc2)c(OC)c1	0	-1.1	2	0.5	-9	-1	-12	-5	13
N#Cc1sc2nc3c(cc2c1N)CCCC3	4	-1.0	1	0.0	-6	-3	-9	0	2
CCOC(=O)c1cn(CC)c2cc(N3CCN(C)CC3)c(F)cc2c1=O	-1	1.9	-2	0.5	-2	2	-2	-1	7
CCNC(=O)NC(=O)C(C)OC(=O)CCCSc1nc2ccccc2s1 (configuration not stated)	-23	0.4	5	-4.3	-7	-2	-2	0	6
CC1CCC(NC(=O)COC(=O)c2cccnc2Cl)CC1 (configuration not stated)	.	-1.4	7	0.0	.	.	.	-5	3
N#CCn1c2ccccc2c2nc3ccccc3nc21	2	2.2	-6	0.0	11	-1	2	2	-13
CC(C)[C@H](NC(=O)c1ccc(C(C)(C)C)cc1)C(=O)N1CCN(Cc2ccc3c(c2)OCO3)CC1	.	.	-5	1.0	.	.	-11	.	0

Screening results from PubChem.
